Screening data from PubChem BioAssay.
RPL19A-GFP yeast: RPL19A-GFP expression modulators in yeast, primary screen, cell-based, S. cerevisiae, multiplex flow cytometry, MLPCN | S. cerevisiae RPL19A-GFP strain, 3 h; active compounds read low | AID 2025, 2009 | percent response vs DMSO, % at 10 µM | actives 0.3% (n = 330,000);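 active means percent response vs DMSO below 50%; inconclusive means fewer than 70 events counted for the yeast strain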;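 further: median channel GFP fluorescence of the barcoded RPL19A-GFP strain; ratio of sample median GFP to plate DMSO average so 100% = DMSO; lower means less RPL19A-GFP as with rapamycin TOR inhibition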
AHR activator: AHR activators, primary screen, cell-based, luminescence, luciferase reporter, human; AHR-responsive luciferase reporter cells; Aryl hydrocarbon receptor (Homo sapiens), P35869; actives 2.5% (n = 320,000); AID 2796, 2010; activation, % at 5 µM; in the data active means activation above about 47%;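 further: 0% = vehicle wells and 100% = reference agonist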
procasp3 activ: activators of human procaspase-3 D3A mutant, primary screen, biochemical, absorbance, PC-3 D3A mutant, single concentration; recombinant procaspase-3 D3A, Ac-DEVD-pNA absorbance 405 nm; Caspase-3 (Homo sapiens), P42574; activation, % at 8.5 µM; AID 463141, 2010; actives 0.11% (n = 330,000);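 active means activation above the mean of all tested compounds plus 3 SD, cut at about 21% in these data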;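 further: 0% = DMSO alone and 100% = DMSO wells spiked with extra 5 µM PC-3 D3A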
Target sequence (P42574 whole entry D9A/D28A/D175A): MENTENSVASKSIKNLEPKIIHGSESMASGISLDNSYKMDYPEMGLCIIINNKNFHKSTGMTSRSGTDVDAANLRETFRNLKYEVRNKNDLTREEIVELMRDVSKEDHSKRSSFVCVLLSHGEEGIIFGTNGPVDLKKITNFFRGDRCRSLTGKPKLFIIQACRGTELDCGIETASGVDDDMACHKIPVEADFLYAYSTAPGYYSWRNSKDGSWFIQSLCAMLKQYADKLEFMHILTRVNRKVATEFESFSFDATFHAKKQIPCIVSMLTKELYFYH
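System: Procaspase-3 D3A mutant. Medium: Zinc-free 300 mM NaCl, 50 mM HEPES, 0.01% Triton X-100. Schedule: 1 h preincubation plus 2 h reaction at 25 °C. Measured by: 405 nm absorbance of p-nitroaniline, reads at 0 and 120 min. Read-out: percent activation relative to control range.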
LAP4 TOR yeast: modulators of LAP4-GFP expression in yeast, primary screen, S. cerevisiae, multiplex flow cytometry, MLPCN library. actives 0.34% (n = 320,000). GFP response vs DMSO, % at 10 µM. 3 h; median GFP as percent of DMSO wells. AID 2023, 2009;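 active means GFP response vs DMSO above a set limit, about the screen mean plus 3 SD, cut at about 150% in these data; inconclusive means under 70 cell events counted for the yeast strain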
MEP2-GFP yeast: modulators of MEP2-GFP levels in yeast, primary screen, S. cerevisiae, multiplex flow cytometry, MLPCN library; actives 0.51% (n = 330,000); S. cerevisiae MEP2-GFP strain, 3 h; 100% = DMSO control level; GFP response vs DMSO, % at 10 µM;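 active means GFP response versus DMSO above a set limit, roughly screen mean plus 3 SD, cut at about 180% in these data; inconclusive means fewer than 70 cells counted for a yeast strain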;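 further: median GFP fluorescence of the barcode-gated MEP2-GFP cells per well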
AGP1 TOR yeast: modulators of AGP1-GFP expression in yeast TOR pathway, primary screen, cell-based, multiplex flow cytometry, S. cerevisiae, MLPCN library; GFP response vs DMSO, % at 10 µM; actives 0.02% (n = 320,000); 3 h; GFP as percent of DMSO wells;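 active means GFP response relative to DMSO above a set limit, near screen average plus 3 SD, cut at about 150% in these data; inconclusive means fewer than 70 cells counted for the yeast strain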;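 further: median GFP channel fluorescence of the gated AGP1 strain per well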
proCasp7 act: procaspase-7 activators, primary screen, counter-screen for procaspase-3 activator project, biochemical, absorbance, HTS, human; recombinant procaspase-7, Ac-DEVD-pNA absorbance 405 nm; D23A/D198A/D206A triple mutant, cannot self-cleave; scale: DMSO 0, 5 µM enzyme 100; activation, % at 8.5 µM; actives 0.093% (n = 330,000); AID 463210, 2010;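 active means percent activation above the screen-wide mean plus 3 SD, cut at about 25% in these data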
Target sequence (P55210 whole entry D23A/D198A/D206A): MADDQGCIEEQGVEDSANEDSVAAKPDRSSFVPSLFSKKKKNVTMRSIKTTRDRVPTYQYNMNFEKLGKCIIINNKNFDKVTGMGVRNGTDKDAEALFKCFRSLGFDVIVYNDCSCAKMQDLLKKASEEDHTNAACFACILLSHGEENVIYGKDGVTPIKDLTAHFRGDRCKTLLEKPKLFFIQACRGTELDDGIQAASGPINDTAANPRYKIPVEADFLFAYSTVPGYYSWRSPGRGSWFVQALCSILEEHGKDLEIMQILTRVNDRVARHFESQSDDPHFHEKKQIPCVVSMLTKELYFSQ
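System: Uncleavable procaspase-7 mutant enzyme; Amount: 2 µM procaspase-7 mutant as dispensed; Schedule: 1 h compound preincubation, 2 h substrate cleavage, 25 °C; Measured by: 405 nm absorbance of p-nitroaniline; Evaluation: percent activation from buffer-corrected 0–120 min absorbance change; Control set: low DMSO alone, high DMSO plus 5 µM PC-7.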
CIT2 TOR yeast: modulators of CIT2-GFP expression in yeast, primary screen, S. cerevisiae, GFP fusion, multiplex flow cytometry, MLPCN library. actives 0.065% (n = 320,000). GFP response vs DMSO, % at 10 µM. S. cerevisiae CIT2-GFP strain, 3 h; 100 means same as DMSO wells;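 active means GFP response relative to DMSO above a set limit, near the screen mean plus 3 SD, cut at about 150% in these data; inconclusive means Fewer than 70 cells measured for a yeast strain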;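 further: ratio of well median GFP fluorescence to mean of DMSO wells on the plate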
* marks the source's active call; other numbers are inactive results; ? = inconclusive; [ ] = remark or other dose.

SMILES | RPL19A-GFP yeast | AHR activator | procasp3 activ | LAP4 TOR yeast | MEP2-GFP yeast | AGP1 TOR yeast | proCasp7 act | CIT2 TOR yeast
Cc1cccc(-c2cc3nc4c(c(N5CCCC(O)C5)n3n2)CCC4)c1 (stereo not drawn) | 84.5 | 16.3 | -0.3 | 145.9 | 98.8 | 98.5 | 16.1 | 97.8
COc1c(Cl)cnn(-c2ccc(C)cc2)c1=O | 106.2 | 7.1 | 1.3 | 102.2 | 109.6 | 115.5 | -8.9 | 109.8
COc1ccc(S(=O)(=O)N(C)CC(=O)Nc2ccc(C(N)=O)cc2)cc1OC | 104.0 | 2.6 | -1.2 | 100.4 | 103.7 | 111.5 | 7.1 | 92.0
CSc1cccc(NC(=O)COC(=O)C2(c3ccccc3)CC2)c1 | 95.7 | 1.2 | -4.2 | 93.9 | 94.4 | 95.3 | -0.1 | 101.1
Cc1cc(C)cc(NC(=S)N2CCN(C(=O)c3ccco3)CC2)c1 | 95.1 | -0.8 | -1.0 | 84.2 | 91.4 | 87.5 | -14.1 | 87.9
O=C(Nc1ccc(N2CCCCC2)c(C(=O)O)c1)c1ccco1 | 92.5 | -2.5 | -3.0 | 95.7 | 94.1 | 95.2 | -0.9 | 86.3
C=CCNC(=S)NNC(=O)c1ccc([N+](=O)[O-])cc1 | 80.1 | 0.7 | -2.3 | 87.2 | 78.7 | 86.6 | 0.9 | 83.7
COc1cc(OC)cc(C(=O)N2CCN(S(C)(=O)=O)CC2)c1 | 97.3 | -0.8 | 6.9 | 101.3 | 103.3 | 100.0 | 2.4 | 103.5
COc1ccc(CC(=O)OCC(=O)Nc2cc(S(=O)(=O)N3CCOCC3)ccc2N2CCCC2)cc1 | 107.0 | 2.2 | -2.9 | 111.3 | 106.7 | 113.6 | -0.4 | 112.1
Cc1ccc(-c2noc(CCCC(=O)Nc3cccnc3)n2)cc1 | 98.5 | -4.3 | 9.8 | 98.7 | 98.9 | 100.3 | 10.5 | 94.6
CCNC(=S)N1CCC(NC(=O)c2ccco2)CC1 | 101.2 | -0.2 | 5.5 | 95.9 | 102.1 | 107.3 | 5.0 | 100.1
O=C(Cn1ncc2c(=O)oc3ccccc3c21)NCCc1ccsc1 | 102.8 | -0.3 | 13.0 | 102.6 | 104.7 | 103.9 | 1.5 | 104.2
Cc1ccccc1S(=O)(=O)Cc1ccc(C(=O)N2CCN(c3ccc(F)cc3)CC2)o1 | 103.7 | 4.0 | -0.3 | 112.7 | 105.0 | 106.7 | -9.3 | 99.5
COCCn1c(=NC(=O)c2cccs2)sc2cc(NC(C)=O)ccc21 | 86.3[may fluoresce violet] | -0.2 | 6.7 | 108.8[may fluoresce violet] | ? | ? | 9.8 | ?
CCOC(=O)Cn1c2ccccc2n2nc(CCC(=O)O)c(=O)nc12 | 103.5 | -2.0 | 5.5 | 101.3 | 104.3 | 108.3 | 15.3 | 100.3
CCOC(=O)c1c(NC(C)=O)sc(/C(C)=N/Nc2ccc(C(=O)O)cc2)c1C | 102.3 | 0.1 | 3.6 | 106.9 | 116.7 | 91.0 | -2.3 | 106.7
CC1(C)Cc2c(cnn2-c2ccc(F)cc2)C(NC(=O)CN2CCCC2=O)C1 (stereo not drawn) | 104.8 | 1.9 | 5.0 | 100.9 | 116.9 | 106.7 | 10.4 | 108.9
CCCc1cc(-c2[nH]ncc2-c2ccc(C(=O)OCC)o2)c(O)cc1O | 99.9 | 3.7 | 9.0 | 94.1 | 100.2 | 109.3 | -0.9 | 93.2
COc1ccc(S(=O)(=O)N2CCCCCC2)cc1NC(=O)Cc1cc(OC)c(OC)c(OC)c1 | 97.5 | 1.4 | 0.8 | 103.3 | 109.7 | 103.0 | -2.3 | 102.4
Cc1ccc(CCNC(=O)c2cc(S(=O)(=O)N3CCCC3)cn2C)cc1 | 96.6 | 0.0 | 9.7 | 105.7 | 107.0 | 94.8 | -0.5 | 97.8
O=C(COC(=O)c1ccc(Br)o1)Nc1ccc2[nH]c(=O)[nH]c2c1 | 95.3 | -1.2 | 1.6 | 93.3 | 98.4 | 93.0 | -8.1 | 85.0
O=C(CCC1CCCN(C(=O)CCC(F)(F)F)C1)NCc1ccc(F)c(F)c1 (stereo not drawn) | 94.3 | 1.1 | 0.1 | 101.6 | 98.1 | 100.0 | 6.5 | 83.1
CC1CCCCC1NC(=O)CN1C(=O)NC(C)(c2cccc(Br)c2)C1=O (stereo not drawn) | 103.2 | -0.9 | 0.1 | 104.2 | 102.4 | 103.9 | -4.8 | 104.6
CCOc1ccccc1Nc1ccc(C(=O)O)cc1NC(C)=O | 99.2 | 2.7 | -0.7 | 105.6 | 110.1 | 105.5 | 5.1 | 106.4
N#Cc1cn(Cc2ccccc2)c2ccccc12 | 97.4 | -0.4 | -2.6 | 118.8 | 102.0 | 93.5 | 5.5 | 89.0
CCOC(=O)N1CCN(CCC(=O)Nc2ccc(OC(F)(F)F)cc2)CC1 | 98.5 | 1.7 | 5.6 | 94.2 | 97.3 | 103.6 | 4.2 | 92.4
Cc1ccc(NC(=S)Nc2cccc3ccccc23)cc1 | 100.1 | 7.7 | -9.3 | 91.2 | 90.6 | 85.1 | -15.3 | 83.7
COCCN1CCn2c(nc3cc(NC(=O)c4ccc(OC)cc4)ccc32)C1 | 101.6 | 3.9 | -5.8 | 113.3 | 110.0 | 106.2 | 7.5 | 104.0
COc1ccccc1CNC(=O)CCn1c(=O)sc2ccccc21 | 100.9 | -0.4 | 10.1 | 100.9 | 109.6 | 114.4 | 15.8 | 106.2
CCn1c(SCC(=O)N2CCCCC2C)nc2ccsc2c1=O (stereo not drawn) | 102.9 | 3.4 | -1.4 | 104.3 | 109.4 | 97.4 | 9.8 | 103.1
O=C1c2ccccc2C(=O)N1CCCCN(C(=O)c1cc([N+](=O)[O-])ccc1Cl)c1ccc(Cl)cc1 | 100.7 | -3.2 | -8.1 | 94.4 | 97.7 | 90.8 | 8.3 | 92.6
Cc1onc(-c2c(Cl)cccc2Cl)c1C(=O)N/N=C(\N)COc1ccc(Cl)cc1 | 96.4 | 7.9 | 11.6 | 83.2 | 96.5 | 107.0 | -3.4 | 84.3
O=S(=O)(/N=C(/Nc1ccc(Cl)c(S(=O)(=O)N2CCOCC2)c1)c1ccc(F)cc1)c1ccccc1 | 104.1 | -6.2 | 6.3 | 99.5 | 101.8 | 102.8 | -0.7 | 107.7
C=CCn1c(C)cc(C(=O)COc2ccc(N(C)S(=O)(=O)c3ccc(NC(C)=O)cc3)cc2)c1C | 100.9 | -0.5 | 4.0 | 99.0 | 96.0 | 99.9 | 7.0 | 105.6
CCc1nn(CC(=O)NCCCc2ccccc2)c(=O)c2cc3cc(F)ccc3n12 | 92.7 | 0.7 | 1.9 | 85.8 | 92.2 | 94.2 | 6.2 | 88.5
Cn1c(=O)oc2cc(S(=O)(=O)N3CCCC(C(=O)Nc4ccc5c(c4)OCCO5)C3)ccc21 (stereo not drawn) | 105.1 | 3.7 | 7.8 | 95.8 | 94.3 | 109.3 | 13.4 | 106.7
CN1CCN(C(=O)c2c(O)c3cccc4c3n(c2=O)CC4)CC1 | 103.1 | 3.5 | 3.7 | 97.0 | 99.1 | 107.6 | 1.3 | 103.4
C/C(=N\OC(=O)c1cccc(C(F)(F)F)c1)c1sc(-c2ccccc2)nc1C | 99.9 | -1.0 | -0.6 | 102.7 | 98.2 | 97.4 | 1.9 | 103.2
CCn1c(SCC(=O)Nc2nc(C)cs2)nnc1-c1ccncc1 | 103.3 | -0.2 | 5.9 | 90.5 | 101.9 | 100.1 | 1.7 | 100.8
COc1ccc(-c2ccc3c(c2)S(=O)(=O)c2cccc(C(=O)O)c2C3=O)cc1OC | 92.6 | -1.1 | -5.2 | 93.8 | 94.2 | 94.7 | -3.2 | 92.2

Shown as labelled records: two of the compounds above.
> Cn1c(=O)oc2cc(S(=O)(=O)N3CCCC(C(=O)Nc4ccc5c(c4)OCCO5)C3)ccc21 (stereo not drawn)
  RPL19A-GFP yeast = 105.1
  AHR activator = 3.7
  procasp3 activ = 7.8
  LAP4 TOR yeast = 95.8
  MEP2-GFP yeast = 94.3
  AGP1 TOR yeast = 109.3
  proCasp7 act = 13.4
  CIT2 TOR yeast = 106.7
> CN1CCN(C(=O)c2c(O)c3cccc4c3n(c2=O)CC4)CC1
  RPL19A-GFP yeast = 103.1
  AHR activator = 3.5
  procasp3 activ = 3.7
  LAP4 TOR yeast = 97.0
  MEP2-GFP yeast = 99.1
  AGP1 TOR yeast = 107.6
  proCasp7 act = 1.3
  CIT2 TOR yeast = 103.4

Next records:
SMILES | RPL19A-GFP yeast | AHR activator | procasp3 activ | LAP4 TOR yeast | MEP2-GFP yeast | AGP1 TOR yeast | proCasp7 act | CIT2 TOR yeast
CCCCN(C(=O)Nc1ccc(Cl)cc1)C1CCN(C(C)=O)CC1 | 102.4 | 2.9 | -4.2 | 97.7 | 103.4 | 109.4 | -3.7 | 103.1
O=C(NCc1ccco1)C1CCN(S(=O)(=O)c2cccc3cccnc23)CC1 | 103.2 | 0.2 | 1.9 | 95.6 | 95.9 | 105.6 | 4.0 | 100.1
Cc1ccc(OCC(=O)N2CCCCCC2)c(C)c1 | 98.5 | 6.4 | -2.2 | 101.6 | 101.8 | 97.7 | 5.3 | 87.8
COc1ccccc1NC(=O)c1ccc(-n2cccn2)nc1 | 102.7 | -1.5 | -1.2 | 85.9 | 107.3 | 93.5 | 3.7 | 113.2
O=C(CN1C(=O)c2ccccc2C1=O)Nc1ccccc1C(F)(F)F | 102.0 | -2.8 | 2.3 | 89.2 | 99.1 | 99.2 | -0.8 | 101.5
O=C(NNC(=O)C1CC(c2cccnc2)=NO1)Nc1ccccc1F (stereo not drawn) | 95.0 | 3.0 | -2.8 | 88.5 | 101.7 | 94.5 | 26.1* | 96.4
O=C(COc1ccc2ccc(=O)oc2c1)N1CCc2ccccc21 | 88.5 | 3.1 | -1.1 | 82.2 | 76.2 | 80.0 | 8.0 | 81.0
COc1cc(C(=O)Nc2ccc(-n3cnnn3)c(C)c2)cc(OC)c1OC | 94.6 | 1.9 | 12.3 | 100.4 | 97.2 | 95.0 | 1.2 | 92.9
O=C(NCc1cc(C(F)(F)F)ccc1Cl)c1cccc2c1C(=O)c1ccc(-c3ccc(OC(F)(F)F)cc3)cc1S2(=O)=O | 103.7 | 2.3 | 0.3 | 98.9 | 108.1 | 106.8 | 3.5 | 88.1
Cc1nc2c3ccccc3n(CC#N)c(=O)n2n1 | 105.7 | 15.2 | 6.2 | 103.8 | 100.4 | 108.0 | 17.7 | 104.9
COc1ccc(CCN=C(NS(=O)(=O)c2ccccc2)c2ccccc2)cc1OC | 105.3 | -0.1 | 0.2 | 98.3 | 100.0 | 102.4 | -3.6 | 102.0
